# L3MBTL1 block = blocks human L3MBTL1; Q9Y468; AlphaScreen L3MBTL1–H3K9me1 peptide binding; Potency, µM (series often up to 57.1 µM), without a hit: top-dose activity, negative = inhibition, actives largely listed as inhibitors; 230,000 compounds, 0.66% hits; AID 485360; active = well fitted inhibition curve with a large enough effect; inconclusive = small, poorly fitted or top-dose-only effect; inactive = no such curve, though single readings can be large or run the other way; also: nearly all actives have a fitted effect of over 60% in size
# Target sequence (Q9Y468 whole entry, looked up): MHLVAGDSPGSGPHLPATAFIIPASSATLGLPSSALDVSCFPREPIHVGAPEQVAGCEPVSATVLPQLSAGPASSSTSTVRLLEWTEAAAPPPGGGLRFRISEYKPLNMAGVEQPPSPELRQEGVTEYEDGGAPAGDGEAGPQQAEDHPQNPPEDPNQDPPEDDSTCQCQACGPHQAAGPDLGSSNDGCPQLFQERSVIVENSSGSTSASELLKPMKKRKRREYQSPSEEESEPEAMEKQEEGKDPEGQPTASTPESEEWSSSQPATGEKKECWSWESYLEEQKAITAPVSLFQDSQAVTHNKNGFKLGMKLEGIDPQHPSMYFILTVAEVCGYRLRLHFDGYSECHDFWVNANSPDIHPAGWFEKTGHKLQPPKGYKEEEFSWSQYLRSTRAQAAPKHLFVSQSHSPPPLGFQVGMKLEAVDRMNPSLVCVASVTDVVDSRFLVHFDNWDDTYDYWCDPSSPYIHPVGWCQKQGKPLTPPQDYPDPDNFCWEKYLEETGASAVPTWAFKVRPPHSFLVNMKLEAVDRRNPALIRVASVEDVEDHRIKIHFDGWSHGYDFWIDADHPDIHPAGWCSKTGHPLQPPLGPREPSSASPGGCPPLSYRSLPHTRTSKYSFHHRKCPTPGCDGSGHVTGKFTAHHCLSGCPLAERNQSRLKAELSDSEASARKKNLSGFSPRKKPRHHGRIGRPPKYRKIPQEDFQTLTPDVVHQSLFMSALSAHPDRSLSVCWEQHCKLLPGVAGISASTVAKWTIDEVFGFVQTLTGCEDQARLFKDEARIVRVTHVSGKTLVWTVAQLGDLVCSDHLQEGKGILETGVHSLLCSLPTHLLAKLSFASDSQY
#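 First, the protein-peptide complex forms for 30 min at room temperature (L3MBTL1 50 nM, biotinylated H3K9me1 peptide 75 nM). Next, compounds are pin-transferred and incubated 30 min. Finally, AlphaScreen beads are added and read after 30 min.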
# * = called active by the depositor; ? = inconclusive; [ ] = dose if it differs, or a comment. % is scaled to controls: 0 for no effect and ±100 for the full control effect; potency is read from the fitted curve at half-maximal effect. This is a subset, so the mix of outcomes need not match the whole.
SMILES,L3MBTL1 block
CCOC(=O)[C@H]1[C@H]2COc3cc(OC)ccc3[C@@H]2N2C(=O)N(c3cccc(Cl)c3)C(=O)[C@@]12C,0%
CN(C(=O)COC(=O)Cn1cnc2ccccc21)C1CCCCC1,-6%
C#CCOCCOCCOCCNc1nc(N2CCN(C(=O)CCCCCCCCCCNC(=O)Cn3cc(C[C@@H](C)O)nn3)CC2)nc(N2CCN(C(=O)CCCCCCCCCCNC(=O)[C@H](CCCCN)n3cc(CCCC(=O)O)nn3)CC2)n1,-13%
O=C1CC[C@H](O)CCN1CCSc1ccc(Br)cc1,12%
COc1cc(/C=C/C(=O)OCC(=O)c2ccc[nH]2)cc(OC)c1OC,-7%
COc1cc(OC)c(OC)cc1/C=N/n1c(C)nc2ccccc2c1=O,0%
COC(=O)c1cc(NC(=O)CN(C)C2CCS(=O)(=O)C2)cc(C(=O)OC)c1 (stereo unspecified),4%
COc1ccc(OC)c(NC(=O)CN2C(=O)C(C)N(c3ccc(C)cc3)C2=O)c1 (stereo unspecified),-3%
CCc1cc2c(=O)n(-c3ccccc3)c(SCC(=O)O)nc2s1,-4%
COc1ccc(-c2nc3ccc(C)cn3c2NCc2ccccc2)cc1SC1CCCCC1,-12%
CN(C(=O)COC(=O)Cc1c(Cl)cccc1Cl)c1c(N)n(Cc2ccccc2)c(=O)[nH]c1=O,5%
Cc1ccc(OCC(=O)Nc2cccc(S(=O)(=O)N3CCCCCC3)c2)cc1C,-1%
CCCN(CC(=O)Nc1ccccc1C)C(=O)C1CCN(C(=O)Nc2ccccc2)CC1,5%
CC(C)N(C(=O)COC(=O)c1ccc(Cl)s1)c1ccccc1,-2%
Cc1ccc(C(C)(C)C)cc1S(=O)(=O)Nc1ncnc2sccc12,0%

# An excerpt from above in order of number of heavy atoms, lowest first.
SMILES,L3MBTL1 block
O=C1CC[C@H](O)CCN1CCSc1ccc(Br)cc1,12%
COc1cc(OC)c(OC)cc1/C=N/n1c(C)nc2ccccc2c1=O,0%
COc1ccc(OC)c(NC(=O)CN2C(=O)C(C)N(c3ccc(C)cc3)C2=O)c1 (stereo unspecified),-3%
CN(C(=O)COC(=O)Cc1c(Cl)cccc1Cl)c1c(N)n(Cc2ccccc2)c(=O)[nH]c1=O,5%

# Following part:
SMILES,L3MBTL1 block
CC12CCC(=O)N1C(C(=O)NNC(=O)COc1ccccc1F)CS2 (stereo unspecified),6%
CCOC(=O)c1c(C)[nH]c(C(=O)COC(=O)Cn2cc(C(F)(F)F)ccc2=O)c1C,1%
CN1CCN(c2ccc(-c3cccc(NC(=O)COc4ccccc4)c3)nn2)CC1,-3%
CCCCn1c(N)c(N(CCOC)C(=O)c2ccc(OCc3c(C)noc3C)cc2)c(=O)[nH]c1=O,3%
CC(C)Oc1ccc(C(=O)OCC(=O)NC2CCCCCC2)cc1,5%
CC1CCN(C(=O)COc2ccc(S(=O)(=O)N3CCOCC3)cc2)CC1,1%
COCCN(CC(=O)Nc1cccc(C)c1C)C(=O)C1(c2ccccc2)CC1,-9%
Cc1cccc([C@@H]2[C@@H]3C(=O)N(Cc4ccccc4)C(=O)[C@@H]3[C@]3(Cc4ccccc4)C(=O)N(c4ccccc4)C(=O)N23)c1,-2%
Cc1ccccc1C(=O)NNC(=O)C1CCN(C(=O)Nc2ccccc2)CC1,-2%
O=C(Cc1ccccc1)Nc1ccc2c(c1)OC1(CCCC1)O2,-12%
C/C(=C/c1ccccc1)C(=O)N1CCN(c2ccccc2)CC1,-7%
COc1ccc(C(=O)OCC(=O)N2CCN(C(=O)c3ccco3)CC2)cc1OC,3%
O=C(c1cc(-c2ccc(Cl)s2)nc2ccccc12)N1CCOCC1,5%
COc1ccc(S(=O)(=O)N2CCOCC2)cc1NC(=O)CSc1nnc2n1CCCCC2,-1%
Cc1ccc(NS(=O)(=O)c2cccc(C(=O)NC3CC3)c2)c(C)c1,0%

# 4 entries from above, sorted by their value in L3MBTL1 block, descending.
compound	L3MBTL1 block
COc1ccc(C(=O)OCC(=O)N2CCN(C(=O)c3ccco3)CC2)cc1OC	3%
CC(C)N(C(=O)COC(=O)c1ccc(Cl)s1)c1ccccc1	-2%
COCCN(CC(=O)Nc1cccc(C)c1C)C(=O)C1(c2ccccc2)CC1	-9%
C#CCOCCOCCOCCNc1nc(N2CCN(C(=O)CCCCCCCCCCNC(=O)Cn3cc(C[C@@H](C)O)nn3)CC2)nc(N2CCN(C(=O)CCCCCCCCCCNC(=O)[C@H](CCCCN)n3cc(CCCC(=O)O)nn3)CC2)n1	-13%

# The listing continues.
SMILES,L3MBTL1 block
Cc1ccc(NC(=O)CNC(=O)c2cccc(Cl)c2)nc1,-5%
Cc1onc(-c2ccccc2)c1C(=O)OCC(=O)Nc1cccc(Cl)c1,9%
COc1cc(Cl)c(C)cc1NCC(=O)Nc1cccc(S(=O)(=O)N2CCCC2)c1,-1%
CC(=O)c1cccc(S(=O)(=O)Nc2ccccc2N2CCOCC2)c1,0%
C[C@@H]1CN([C@@H](C)CO)C(=O)Cc2cc(NC(=O)Nc3cccc4ccccc34)ccc2O[C@@H]1CN(C)S(C)(=O)=O,-2%
CCCNC(=O)c1cccc(S(=O)(=O)N2CC3(C)CC2CC(C)(C)C3)c1 (stereo unspecified),8%
O=C(OCC(=O)N1CCOCC1)c1cc(=O)[nH]c2ccccc12,6%
O=C(CCS(=O)(=O)c1ccccc1)Nc1ccc(S(=O)(=O)Nc2nccs2)cc1,1%
C[C@H](CO)N1C[C@H](C)[C@@H](CN(C)Cc2ccccc2)Oc2c(NC(=O)Cc3ccccc3)cccc2C1=O,0%
Cc1ccc(NC(=O)c2nc[nH]c2C(=O)NCCN(CCNC(=O)c2[nH]cnc2C(=O)Nc2ccc(C)cc2)CCNC(=O)c2[nH]cnc2C(=O)Nc2ccc(C)cc2)cc1,4%
CCN(CC(=O)Nc1ccc2c(c1)OCCO2)C(=O)c1ccccc1Br,4%
Cc1cccc(NC(=O)COC(=O)c2nn(C)c(=O)c3ccccc23)c1C,6%
Cc1ccccc1-c1cc(C(=O)NCc2ccc3c(c2)OCO3)n(CC2CC(c3cccnc3)=NO2)n1 (stereo unspecified),-2%
O=C1CC2(CCN(C(=O)c3ccc(F)c(F)c3)CC2)Oc2ccccc21,7%
CCOC(=O)Cc1csc(SCC(=O)N2CCN(c3ccccc3)CC2)n1,0%

# Reformatted as labelled records: 2 of the compounds above.
CCN(CC(=O)Nc1ccc2c(c1)OCCO2)C(=O)c1ccccc1Br
  L3MBTL1 block = 4%

Cc1cccc(NC(=O)COC(=O)c2nn(C)c(=O)c3ccccc23)c1C
  L3MBTL1 block = 6%

# The results go on.
SMILES,L3MBTL1 block
CC(=O)Nc1cccc(NC(=O)CSc2nnc3ccc(-c4ccccn4)nn23)c1,4%
COc1ccc2c(c1)[C@H]1[C@H](CO2)[C@H](c2ccccc2)[C@]2(C)C(=O)Nc3cc(C)ccc3C(=O)N12,2%
Cc1ccccc1Nc1nc(N)nc(COC(=O)[C@@H](NC(=O)c2c(F)cccc2F)C(C)C)n1,-3%
Cc1cccc(C(=O)OCC(=O)NCc2ccc3c(c2)OCO3)c1C,6%
O=C(CSc1nc2ccccc2c(=O)n1Cc1ccc(F)cc1)NCC1CCCO1 (stereo unspecified),4%
NC(=O)c1ccsc1NC(=O)COC(=O)c1cccnc1Cl,2%
N#Cc1ccc(C(=O)OCCc2cc3ccccc3c(=O)o2)cc1,12%
Cc1ccc(C(=O)N2CC=C(c3ccccc3)CC2)s1,-4%
CSc1nc(N)nc2c1ncn2CC(=O)NCc1ccc2[nH]ccc2c1,-2%
Fc1ccc(-c2cn3ccccc3n2)cc1,18%
O=C(OCCOc1ccccc1)c1cc(S(=O)(=O)N2CCOCC2)ccc1Cl,12%
CCc1nc2ccccc2c(C(=O)OCC(=O)NC2CCCC2)c1C,2%
CN(C(=O)c1ccc(NC(=O)Cc2ccc(NC(=O)C3CCCN(C(=O)CCc4ccccc4)C3)cc2)cc1)C1CC1 (stereo unspecified),-24%
CCCNC(=O)C1(CC2CC(c3ccccc3)=NO2)CCN(C(=O)c2ccccc2)CC1 (stereo unspecified),7%
CC(=O)c1cccc(NC(=O)CSc2nc(=O)n(CCN3CCOCC3)c3c2CCC3)c1,1%
CC(O)[C@@]1(O)CC[C@H]2[C@@H]3CC[C@H]4C[C@@H](O)CC[C@]4(C)C3=CC[C@@]21C (stereo partly specified),1%
Cc1cc(C)cc(C(=O)NC(CC(N)=O)c2ccc(NC3CCCC3)c([N+](=O)[O-])c2)c1 (stereo unspecified),-2%
COc1ccc(CNC(=O)COC(=O)CC(NC(N)=O)c2ccc(Cl)cc2)cc1OC (stereo unspecified),3%
O=C(COC(=O)c1ccc([N+](=O)[O-])cc1)NCCC1=CCCCC1,-1%
C[C@]12c3[nH]c4ccc(Cl)cc4c3CCN1C(=O)[C@@H](CC(=O)NCCc1ccccn1)C[C@@H]2C(=O)N1CCOCC1,1%
COc1ccc(CCNC(=O)CSc2nnc3ccc(-c4ccccn4)nn23)cc1OC,3%
Cc1ccccc1CC(=O)NC1CCCc2ccccc21 (stereo unspecified),15%
COc1ccc(Cl)cc1NC(=O)c1cccc(-n2cnnn2)c1,-2%
Cc1ccc(NC(=O)C(C)OC(=O)c2ccc(Cl)nc2)cc1S(=O)(=O)N1CCOCC1 (stereo unspecified),-4%
C[C@@H]1O[C@@H](O[C@H]2[C@H](Oc3cc(O)c4c(c3)OC(c3ccc(O)cc3)CC4=O)O[C@H](CO)[C@@H](O)[C@@H]2O)[C@H](O)[C@H](O)[C@H]1O (stereo partly specified),-2%
CCN(CC(=O)Nc1ccccc1OC)C(=O)c1ccc(NC(=O)c2cccs2)cc1,7%
C[C@H](CO)N1C[C@H](C)[C@@H](CN(C)C(=O)Nc2ccccc2)Oc2ccc(NC(=O)Cn3cnnn3)cc2C1=O,0%
CN(C(=O)c1ccc2c(c1)S(=O)(=O)N=C1CCCCCN12)c1ccccc1,2%
Cc1ccc(-c2noc(CN(C)C(=O)c3ccc(Br)o3)n2)cc1,-2%
COc1ccc(-c2nc(CN3CCN(Cc4cccc(F)c4)CC3)c(C)o2)cc1,-11%
CCOC(=O)c1cnc(SCC(=O)OCC(=O)NC2CCS(=O)(=O)C2)nc1N (stereo unspecified),-5%
O=C(Nc1ccc(C(F)(F)F)cc1)c1ccccc1,10%
CCCn1c(N)c(N(CCOC)C(=O)CSc2c(Cl)cccc2Cl)c(=O)[nH]c1=O,0%
COc1ccccc1N(CCC#N)C(=O)COC(=O)CCC(=O)c1ccc(F)cc1,32%[activator]
O=S(=O)(NCC(c1ccco1)N1CCc2ccccc2C1)c1ccc(Br)cc1 (stereo unspecified),23%
Cc1ccc(CNC(=O)CCn2cc(-c3ccc(F)cc3)nc2-c2ccncc2)cc1,-4%
CN(C)C(=O)CCc1ccc2c3c([nH]c2c1)[C@]1(C)[C@@H](C(=O)N2CCOCC2)C[C@H](CC(=O)NCCCn2ccnc2)C(=O)N1CC3,2%
CCOC(=O)Cc1csc(NC(=O)c2ccc(N3CCOCC3)cc2[N+](=O)[O-])n1,-3%
O=C(COc1ccccc1F)OCC(=O)c1ccc([N+](=O)[O-])cc1,5%
CCC(C)N(C(=O)COc1ccc(Cl)c2cccnc12)C1CCS(=O)(=O)C1 (stereo unspecified),36%[activator]
Cc1ccc(C(=O)OC(C)C(=O)NC(C)CCc2ccccc2)o1 (stereo unspecified),1%
CCN(Cc1ccccc1)C(=O)c1cc(S(=O)(=O)N2CCOCC2)ccc1N1CCCC1,-2%
O=S(=O)(N(Cc1ccccc1)[C@H](CO)Cc1ccccc1)N(Cc1ccccc1)[C@H](CO)Cc1ccccc1,-3%
NC(=O)c1c(NC(=O)CN2CCN(S(=O)(=O)c3ccccc3)CC2)sc2c1CCC2,?
CCc1noc(C)c1C(=O)OCC(=O)NCCc1ccc(OC)cc1,-1%
COc1cc2cc(CCCOC(=O)c3ccc(C#N)cc3)oc(=O)c2cc1OC,2%
O=C(CSc1nnc(N2CCOCC2)n1-c1cccc(F)c1)N1CCN(c2ccccn2)CC1,5%
CCCCN(C(=O)CSc1nc(CCC)cc(=O)[nH]1)c1c(N)n(Cc2ccccc2)c(=O)[nH]c1=O,8%
CCN(c1ccccc1)S(=O)(=O)c1ccc(C(=O)N(C)Cc2cccs2)cc1,-2%
Cc1ccnn1-c1ccc(C(=O)N2CCCN(S(=O)(=O)c3ccc(F)cc3)CC2)cc1,-3%
CN(C)c1ccc(C(=O)NCC(c2cccs2)N2CCOCC2)cc1[N+](=O)[O-] (stereo unspecified),5%
Cc1cccnc1NC(=O)c1cccc(S(=O)(=O)N2CCN(c3ccccc3)CC2)c1,-9%
CCOc1ccc(NC(=O)CN(C)C(=O)CSCc2cccc(C)c2)cc1OCC,-2%
O=C(NCCCc1ccccc1)c1c(O)nc2sccn2c1=O,-2%
Cc1nn(Cc2ccccc2Cl)c(C)c1C(=O)NCC(c1cccs1)N1CCOCC1 (stereo unspecified),3%
Cc1noc(C)c1C(=O)Nc1ccc(-c2nnc3n2CCCCC3)cc1,3%
COc1ccccc1OCC(=O)NC1CCCCCCC1,2%
COC(=O)[C@]1(Cc2ccccc2)N[C@H](CN(C)C(=O)Nc2ccc(OC)cc2)[C@@H]2C(=O)N(Cc3ccccc3)C(=O)[C@@H]21,-4%
